Bim-Bfl-1: disrupts Bim binding to human Bfl-1; Bead-based flow cytometry, Bim-Bfl-1 binding inhibition; inhibition, % at 10 µM; 190,000 compounds, 0.12% hits;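 further: 0% = wells without compound plus tracer and 100% = blocker peptide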
Bim-Bcl-XL: human Bim-Bcl-XL interaction inhibition. AID 1007. 190,000 compounds, 0.04% hits. Q07817. inhibition, % at 10 µM. Bim peptide-Bcl-XL binding, bead flow cytometry, fluorescence
ABCG2 inh: blocks JC-1 efflux by human ABCG2 transporter. inhibition, % at 6.6 µM. AID 1325. Q9UNQ0. 190,000 compounds, 0.1% hits. IgMXP3 cells, flow cytometry;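 active means inhibition above 80%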;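 further: 0% = DMSO and 100% = nicardipine control wells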
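Test system: IgMXP3 (ABCG2) plus far-red-tagged CCRF-Adr (ABCB1) cells / Amount: 3 million cells/mL in well / Reagent: JC-1 transporter substrate / Timing: 10 min compound exposure, 25 °C / Signal: flow cytometry, 530 nm JC-1 signal / Read-out: percent efflux inhibition, scaled nicardipine 100% to DMSO 0% / Benchmarks: nicardipine as high control, DMSO as low control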
Bim-Bcl-W: human Bim-Bcl-W interaction inhibition; 190,000 compounds, 0.02% hits; inhibition, % at 10 µM; bead-based flow cytometry, Bim peptide-Bcl-W binding; Q92843;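 further: 0% = bound tracer without compound and 100% = peptide blocker; higher means less fluorescent Bim peptide bound to Bcl-W beads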
RGS4-Gao reg: modulates binding of RGS4 to human Galphao | AID 1415 | P09471 | binding response (% of control), % at 10 µM | 220,000 compounds, 0.33% hits | Multiplexed bead flow cytometry; actives lie on both sides; in the data active means binding response below about 49% or above about 150%; inactive means in between;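 further: fluorescent Galphao activated with aluminum fluoride binding bead-coupled RGS4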
Target sequence (P09471 whole entry, looked up): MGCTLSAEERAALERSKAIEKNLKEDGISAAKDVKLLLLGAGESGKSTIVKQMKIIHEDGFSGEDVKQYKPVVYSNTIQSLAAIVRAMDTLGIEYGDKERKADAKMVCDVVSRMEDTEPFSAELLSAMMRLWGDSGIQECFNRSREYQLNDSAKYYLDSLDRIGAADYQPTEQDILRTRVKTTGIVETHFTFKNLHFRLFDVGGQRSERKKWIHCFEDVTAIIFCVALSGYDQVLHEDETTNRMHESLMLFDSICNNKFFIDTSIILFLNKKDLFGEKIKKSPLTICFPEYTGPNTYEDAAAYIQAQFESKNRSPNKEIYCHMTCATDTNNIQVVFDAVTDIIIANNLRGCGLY
Bcl-B Bim block: disrupts Bim peptide binding to human Bcl-B. Q9HD36. bead-based flow cytometry. inhibition, % at 10 µM. 190,000 compounds, 0.073% hits. AID 951;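 further: 0% = tracer peptide without compound and 100% = reference inhibitor peptide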
RGS8-Gao: regulators of human RGS8-Galphao interaction. multiplexed bead flow cytometry, RGS8-Galphao binding; actives lie on both sides. response (percent of control binding), % at 10 µM. 220,000 compounds, 0.34% hits. AID 1423; in the data active means response below about 60% or above about 140%; inactive means in between;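 further: Galphao activated as the GDP aluminium fluoride complex binding bead-coupled RGS8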
Mcl-1 Bim block: inhibitors of Bim-Mcl-1 interaction, human. inhibition, % at 10 µM. Bead-based flow cytometry, Bim peptide-Mcl-1 binding. Q07820. 190,000 compounds, 0.1% hits. AID 1009;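 further: 0% = no compound tracer wells and 100% = peptide blocker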
RGS7-Gao reg: human RGS7-Galphao interaction regulation; P09471; Multiplexed bead flow cytometry, RGS7-Galphao binding; actives lie on both sides; binding response (% of control), % at 10 µM; 220,000 compounds, 0.35% hits; in the data active means binding response below about 49% or above about 150%;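 further: fluorescent Galphao held in activated GDP-AlF4 state binding bead-coupled RGS7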
ABCB1 block: human ABCB1 inhibition, ABCG2 as counter-screen; inhibition, % at 6.6 µM; CCRF-Adr cells, JC-1 efflux, flow cytometry; 190,000 compounds, 0.067% hits; P08183; in the data active means inhibition above about 40%;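 further: 0% = vehicle and 100% = reference inhibitor; higher value means more JC-1 retained so stronger ABCB1 efflux block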
Bcl-2 Bim block: disrupts Bim peptide binding to human Bcl-2. 190,000 compounds, 0.06% hits. inhibition, % at 10 µM. AID 950. Bead-based flow cytometry, Bim peptide-Bcl-2 binding; in the data active means inhibition above about 40%;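 further: 0% = no compound wells with probe peptide and 100% = reference peptide inhibitor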
Numbers without * were called inactive. Unless noted, no stated cut-off is given here; in the data, active means inhibition above about 40%. Not a hit list; 0.94% or so of the library scored in one or more.

Letters – A = Bim-Bfl-1; B = Bim-Bcl-XL; C = ABCG2 inh; D = Bim-Bcl-W; E = RGS4-Gao reg; F = Bcl-B Bim block; G = RGS8-Gao; H = Mcl-1 Bim block; I = RGS7-Gao reg; J = ABCB1 block; K = Bcl-2 Bim block
> O=C(Nc1ccc(F)cc1)Nc1nnc(COc2ccccc2F)s1
  A: 4.0 | B: -2.0 | C: -5.9 | D: -5.0 | E: 94.1 | F: 1.0 | G: 98.2 | H: -6.0 | I: 98.4 | J: -1.9 | K: 0.0

> Cc1cc(C)n(-c2nnc(C)n2N)n1
  A: -19.0 | B: -9.0 | C: -2.6 | D: -3.0 | E: 102.6 | F: -4.0 | G: 101.9 | H: -4.0 | I: 104.4 | J: -0.1 | K: -4.0

> COCCNC(=O)C(c1ccc(C)o1)N(Cc1ccco1)C(=O)c1snc(C(N)=O)c1N (stereo not drawn)
  A: 0.0 | B: -5.0 | C: -1.1 | D: -4.0 | E: 105.3 | F: -4.0 | G: 101.7 | H: -2.0 | I: 102.1 | J: 0.2 | K: 9.0

> COc1cccc(C(=O)N(c2ccc(OC)cc2OC)C2C=CS(=O)(=O)C2)c1 (stereo not drawn)
  A: -11.0 | B: -10.0 | C: 4.2 | D: 0.0 | E: 101.2 | F: -11.0 | G: 101.5 | H: -2.0 | I: 101.3 | J: 1.1 | K: -8.0

> Cc1ccc2c(Cl)cc(Cl)c(OCC(=O)OCC(=O)Nc3ccc(C#N)cc3)c2n1
  A: -8.0 | B: -5.0 | C: 3.6 | D: -4.0 | E: 105.4 | F: -6.0 | G: 104.7 | H: -4.0 | I: 99.7 | J: 0.3 | K: -6.0

> Cc1ccc(S(=O)(=O)N(CC(O)CN(C)C)c2ccccc2)cc1 (stereo not drawn)
  A: -2.0 | B: -4.0 | C: 3.0 | D: 0.0 | E: 101.5 | F: -5.0 | G: 99.9 | H: -4.0 | I: 102.6 | J: 0.4 | K: 0.0

> O=c1[nH]c(-c2cccs2)nc2ccccc12
  A: -4.0 | B: -1.0 | C: 3.0 | D: -4.0 | E: 99.5 | F: 3.0 | G: 101.4 | H: -1.0 | I: 99.1 | J: 0.4 | K: -4.0

4 consecutive entries already listed:
Letters – A = Bim-Bfl-1; B = Bim-Bcl-XL; C = ABCG2 inh; D = Bim-Bcl-W; E = RGS4-Gao reg; F = Bcl-B Bim block; G = RGS8-Gao; H = Mcl-1 Bim block; I = RGS7-Gao reg; J = ABCB1 block; K = Bcl-2 Bim block
> O=C(Nc1ccc(F)cc1)Nc1nnc(COc2ccccc2F)s1
  A: 4.0 | B: -2.0 | C: -5.9 | D: -5.0 | E: 94.1 | F: 1.0 | G: 98.2 | H: -6.0 | I: 98.4 | J: -1.9 | K: 0.0

> Cc1cc(C)n(-c2nnc(C)n2N)n1
  A: -19.0 | B: -9.0 | C: -2.6 | D: -3.0 | E: 102.6 | F: -4.0 | G: 101.9 | H: -4.0 | I: 104.4 | J: -0.1 | K: -4.0

> COCCNC(=O)C(c1ccc(C)o1)N(Cc1ccco1)C(=O)c1snc(C(N)=O)c1N (stereo not drawn)
  A: 0.0 | B: -5.0 | C: -1.1 | D: -4.0 | E: 105.3 | F: -4.0 | G: 101.7 | H: -2.0 | I: 102.1 | J: 0.2 | K: 9.0

> COc1cccc(C(=O)N(c2ccc(OC)cc2OC)C2C=CS(=O)(=O)C2)c1 (stereo not drawn)
  A: -11.0 | B: -10.0 | C: 4.2 | D: 0.0 | E: 101.2 | F: -11.0 | G: 101.5 | H: -2.0 | I: 101.3 | J: 1.1 | K: -8.0
